Screens: PubChem BioAssay, The Scripps Research Institute Molecular Screening Center
M1 ag parental – nonselective activator or artifact in parental CHO-K1 cells. Fluo-8 calcium fluorescence; scaled to maximal ATP response, vehicle zero. activation, % at 3 µM. actives 0.48% (n = 360,000). AID 602248; in the data active = activation above about 15%;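 note: untransfected CHO-K1 host cells lacking M1 receptor as counterscreen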
CHRM5 agonist – CHRM5 agonism in calcium assay; CHO-K1 hM5 cells, Fluo-8 calcium fluorescence; 0% DMSO wells, 100% maximal acetylcholine response; activation, % at 3 µM; actives 0.19% (n = 360,000); AID 624037;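 active = activation above the run's mean over test compounds plus 3 SD, cut at about 23% in these data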;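 note: signal is peak over basal fluorescence ratio across the kinetic read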
Target sequence (P08912 whole entry, looked up): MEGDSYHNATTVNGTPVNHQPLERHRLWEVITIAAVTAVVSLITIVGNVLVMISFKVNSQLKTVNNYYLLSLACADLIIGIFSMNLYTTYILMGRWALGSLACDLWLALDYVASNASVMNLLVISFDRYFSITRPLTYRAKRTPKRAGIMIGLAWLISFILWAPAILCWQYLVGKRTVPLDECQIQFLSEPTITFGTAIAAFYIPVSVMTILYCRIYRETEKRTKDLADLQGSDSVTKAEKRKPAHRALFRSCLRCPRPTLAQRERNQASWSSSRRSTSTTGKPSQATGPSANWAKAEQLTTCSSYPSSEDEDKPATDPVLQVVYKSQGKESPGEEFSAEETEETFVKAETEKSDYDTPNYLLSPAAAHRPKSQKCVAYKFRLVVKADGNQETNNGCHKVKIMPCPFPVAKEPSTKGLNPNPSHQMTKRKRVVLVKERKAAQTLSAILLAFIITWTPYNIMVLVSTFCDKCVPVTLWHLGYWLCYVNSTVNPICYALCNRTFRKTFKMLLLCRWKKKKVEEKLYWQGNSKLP
M5 PAM – CHRM5 positive allosteric modulation | AID 624038 | actives 0.3% (n = 360,000) | activation, % at 3 µM | CHO-K1 hM5, Fluo-8 calcium, ACh EC20 PAM; 0% = ACh EC20, 100% = ACh EC100 | P08912;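 active = activation above the run cutoff, the mean activation of all test compounds plus 3 SD, cut at about 18% in these data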
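System – CHO-K1 hM5 cells · Compound – 3 µM, single dose · Incubation – compound preincubation 140 s before EC20 acetylcholine addition · Technique – Fluo-8 calcium fluorescence · Measure – Max/basal fluorescence ratio as % of EC20–EC100 ACh window · Benchmarks – low control EC20 acetylcholine (0%), high control EC100 acetylcholine (100%) · Replication – singlicate, one well per test compound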
M4 antag – CHRM4 antagonism in calcium assay | CHO-hM4 cells, ACh EC80, Fluo-8 calcium fluorescence | inhibition, % at 3 µM | P08173 | actives 0.73% (n = 360,000);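 active = inhibition above its plate's cutoff, the mean inhibition of sample wells plus 3 SD, cut at about 27% in these data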;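 note: 0% = acetylcholine EC80 with DMSO and 100% = DMSO without agonist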
Target sequence (P08173 whole entry, looked up): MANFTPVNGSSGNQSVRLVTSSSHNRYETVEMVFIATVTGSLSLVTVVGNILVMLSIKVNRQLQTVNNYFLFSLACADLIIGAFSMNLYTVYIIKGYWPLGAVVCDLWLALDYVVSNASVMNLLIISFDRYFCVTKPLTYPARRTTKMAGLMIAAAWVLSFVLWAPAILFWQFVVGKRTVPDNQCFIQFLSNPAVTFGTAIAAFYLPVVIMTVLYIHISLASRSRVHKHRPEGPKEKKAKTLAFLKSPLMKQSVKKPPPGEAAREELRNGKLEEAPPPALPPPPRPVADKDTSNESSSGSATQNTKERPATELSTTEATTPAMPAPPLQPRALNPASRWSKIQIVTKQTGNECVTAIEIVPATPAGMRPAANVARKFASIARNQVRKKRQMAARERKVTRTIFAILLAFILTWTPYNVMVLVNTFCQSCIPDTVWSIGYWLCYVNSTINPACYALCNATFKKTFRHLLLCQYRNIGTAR
CHRM4 PAM – positive allosteric modulators of human muscarinic M4 receptor; P08173; CHO-K1 hM4/Gqi5, Fluo-8 calcium fluorescence, ACh EC20; 0% = ACh EC20, 100% = maximal ACh; activation, % at 3 µM; actives 0.4% (n = 360,000); AID 624126;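 active = activation above its plate's cutoff, the mean activation of sample wells plus 3 SD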; note: some results filed as inactive read as strong as hits
CHRM5 antagonist – antagonists of human muscarinic M5 receptor (CHRM5); AID 624040; inhibition, % at 3 µM; P08912; actives 0.59% (n = 360,000); CHO-hM5 cells, Fluo-8 calcium fluorescence, ACh EC80;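 active = inhibition above a per-plate cutoff, the mean of that plate's test compounds plus 3 SD, cut at about 27% in these data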;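 note: 0% = acetylcholine EC80 with DMSO and 100% = DMSO without agonist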
CHO-K1 Ca antag – M1 antagonist counterscreen hit in parental CHO-K1 cells; ATP-induced calcium, Fluo-8 fluorescence; inhibition, % at 3 µM; actives 0.6% (n = 360,000); AID 602250;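 active = inhibition above a per-plate cutoff, the plate's mean sample inhibition plus 3 SD, cut at about 24% in these data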;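 note: 0% = DMSO plus EC80 ATP and 100% = DMSO alone without ATP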
CHRM4 agonist – agonists of human muscarinic M4 receptor (CHRM4) | CHO-K1 hM4/Gqi5, Fluo-8 calcium fluorescence; vehicle 0%, full acetylcholine response 100% | activation, % at 3 µM | actives 0.14% (n = 360,000) | AID 624127;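 active = activation above the run mean over all test wells plus 3 SD, cut at about 32% in these data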;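 note: peak over basal fluorescence ratio per well then scaled between controls; 0% = DMSO wells and 100% = acetylcholine at EC100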
CHO-K1 Ca PAM – counter-screen for M1 PAMs: effect in parental CHO-K1 cells. activation, % at 3 µM. actives 0.02% (n = 360,000). ATP EC20, Fluo-8 calcium fluorescence; 0% at ATP EC20, 100% at ATP max;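 active = activation above the run cutoff, the mean activation of all test compounds plus 3 SD, cut at about 40% in these data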;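 note: peak over basal fluorescence ratio in a 140 s read after ATP addition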
The depositor's hits bear a star. Outcome played no part in choosing rows (roughly 2.7% active in at least one column).

SMILES | M1 ag parental | CHRM5 agonist | M5 PAM | M4 antag | CHRM4 PAM | CHRM5 antagonist | CHO-K1 Ca antag | CHRM4 agonist | CHO-K1 Ca PAM
COC(=O)c1c(NC(=O)COC(=O)CCNS(=O)(=O)c2ccc(NC(C)=O)cc2)sc(C)c1C | 0.7 | -2 | 2 | 7 | -6 | -3 | 1 | 4 | 1
O=C(COc1ncnc2c1cnn2-c1ccccc1)Nc1ccc(S(=O)(=O)N2CCCCC2)cc1 | 1.3 | -1 | -6 | -8 | -7 | 2 | -4 | 6 | 7
COC(=O)c1c(NC(=O)c2ccccc2)sc(Cc2ccccc2)c1C | 0.7 | 3 | 8 | 0 | 5 | -5 | 2 | -1 | 24
O=C(CSc1nnnn1-c1cccc(C(=O)O)c1)NC(c1ccccc1)c1ccccc1 | -0.1 | -5 | 5 | -11 | 13 | -7 | -5 | -2 | 21
COc1ccc(-c2[nH]ncc2CNC(C)CCn2cccn2)c(F)c1 (centres undefined) | 1.0 | -1 | -6 | -9 | -1 | 10 | -11 | 0 | 17
Cc1cc(Br)ccc1S(=O)(=O)n1ccnc1C | -0.5 | 3 | 3 | 9 | -2 | -1 | -7 | 0 | 7
COc1cccc(C(=O)N(CN2CCCC2=O)c2cc(C)on2)c1 | -0.1 | -3 | 2 | -3 | 7 | -2 | -4 | 1 | 11
Cc1noc(C)c1COc1ccccc1C(=O)NCCc1ccc(Cl)cc1 | 2.3 | -1 | -1 | -3 | -2 | 4 | 9 | 4 | 1
Cc1ccc(S(=O)(=O)N2CCOC2CNC(=O)C(=O)NCCN2CCOCC2)cc1 (centres undefined) | 8.7 | -5 | 7 | -3 | 4 | -2 | -2 | 0 | 6
COc1ccccc1Nc1nc(NCCC(C)C)nc(N)c1[N+](=O)[O-] | 0.5 | 0 | 1 | 0 | 2 | 2 | 0 | 0 | 9
Cc1ccc(-c2nnc(SCC(=O)N/N=C/c3ccc(C(=O)O)cc3)n2C2CCCCC2)cc1 | -0.1 | -3 | 0 | -2 | 4 | 6 | 1 | 1 | -14
O=C(/C=C/[C@H]1O[C@@H](n2cnc3c(NC(=O)c4ccccc4)ncnc32)[C@H](O)[C@@H]1O)NCc1ccccc1 | 0.2 | 2 | -7 | 5 | -1 | 9 | 11 | -1 | -2
O=C(CSc1ccc(F)cc1)Nc1cccc(S(=O)(=O)N2CCOCC2)c1 | 0.6 | 2 | -4 | -13 | 2 | 13 | -6 | 3 | 1
O=C(NCc1ccccc1)c1ccc(CS(=O)Cc2ccc(Cl)cc2)o1 (centres undefined) | 1.8 | -1 | -1 | -2 | 0 | 1 | -1 | 2 | 18
CSc1ncccc1C(=O)OCC(=O)NC(C)(C)C | -0.2 | -4 | 1 | -3 | -1 | 4 | -14 | 0 | 14
Cc1ccc(/C=N/n2c(C)cc(C)c(C#N)c2=O)cc1 | -0.4 | -1 | -1 | 0 | 5 | -5 | 3 | 1 | 4
COc1ccc(OC)c(S(=O)(=O)NC2CC(=O)N(c3ccc(C)c(C)c3)C2)c1 (centres undefined) | 1.1 | -1 | -5 | -5 | -3 | 1 | 0 | 1 | 1
O=C(CCc1ccccc1)N1CCCC1 | 1.1 | 2 | 2 | -6 | 6 | 5 | -3 | 2 | 8
O=C(CN1CCN(CC(=O)c2ccc(F)cc2)CC1)Nc1ccccc1Cl | 0.2 | -7 | 1 | -13 | 1 | -3 | -8 | 2 | 5
COc1cccc(-c2noc(C3CCCN(C(=O)c4ccccc4OC)C3)n2)c1 (centres undefined) | 4.4 | 10 | -1 | -10 | 2 | -6 | -5 | 3 | 12
CCOC(=O)CN(C(=O)c1snc(C(N)=O)c1N)C(C(=O)NCCC(C)C)c1ccc(F)cc1 (centres undefined) | 0.3 | -1 | 1 | -3 | -3 | 4 | 4 | 2 | 5
CCC(C(=O)NCCCN(CC)Cc1ccccc1)n1nc(C)c2sc3ccccc3c2c1=O (centres undefined) | 0.2 | -10 | 1 | 0 | -4 | 6 | -24 | 1 | 13
Cc1nnc(SCC(=O)Nc2cccc(S(=O)(=O)N(C)c3ccccc3)c2)s1 | 14 | 8 | -18 | 25 | -8 | 31* | 21 | 13 | -6
CCCCCCCCCCOC(=O)Cn1c(COc2cccc(OC)c2)[n+](C)c2ccccc21 | 0.5 | -8 | -17 | 36* | -18 | 31* | 6 | 0 | -26
C[C@@H]1CCCCO[C@H](CN(C)C(=O)Nc2ccc(F)cc2)[C@@H](C)CN([C@H](C)CO)C(=O)c2cc(N(C)C)ccc2O1 | 1.2 | 1 | -10 | -15 | -4 | 6 | 1 | 7 | 5

Arranged by SMILES length (smallest number first): some entries from above.
SMILES | M1 ag parental | CHRM5 agonist | M5 PAM | M4 antag | CHRM4 PAM | CHRM5 antagonist | CHO-K1 Ca antag | CHRM4 agonist | CHO-K1 Ca PAM
Cc1cc(Br)ccc1S(=O)(=O)n1ccnc1C | -0.5 | 3 | 3 | 9 | -2 | -1 | -7 | 0 | 7
O=C(CN1CCN(CC(=O)c2ccc(F)cc2)CC1)Nc1ccccc1Cl | 0.2 | -7 | 1 | -13 | 1 | -3 | -8 | 2 | 5
C[C@@H]1CCCCO[C@H](CN(C)C(=O)Nc2ccc(F)cc2)[C@@H](C)CN([C@H](C)CO)C(=O)c2cc(N(C)C)ccc2O1 | 1.2 | 1 | -10 | -15 | -4 | 6 | 1 | 7 | 5

Results in CHRM4 PAM (two entries from above):
| Structure | CHRM4 PAM |
| --- | --- |
| Cc1cc(Br)ccc1S(=O)(=O)n1ccnc1C | -2 |
| Cc1noc(C)c1COc1ccccc1C(=O)NCCc1ccc(Cl)cc1 | -2 |

Next part.
SMILES | M1 ag parental | CHRM5 agonist | M5 PAM | M4 antag | CHRM4 PAM | CHRM5 antagonist | CHO-K1 Ca antag | CHRM4 agonist | CHO-K1 Ca PAM
COc1cccc(NC(=O)CN(C)C(=O)CCNC(=O)c2ccc(Br)cc2)c1 | -0.7 | 2 | -1 | -8 | -4 | 3 | 4 | 1 | -15
S=c1[nH]nc(COc2ccccc2)n1/N=C/c1ccncc1 | -0.1 | 0 | 0 | 2 | 7 | 5 | 15 | 0 | -14
Cc1cc(NC(=O)c2ccc3c(c2)C(=O)N(CC(C)C)C3=O)no1 | 0.3 | 0 | 9 | 0 | 22 | 0 | -3 | 0 | 9
O=C1COc2ccc(S(=O)(=O)N3CCC(C(=O)NCc4ccccc4)CC3)cc2N1 | 0.9 | -2 | 1 | -12 | -4 | -6 | -13 | 1 | 5
COc1ccccc1C(O)(C(=O)NN(C(=O)c1ccccc1)c1ccccc1C)c1cccs1 (centres undefined) | 0.6 | -3 | -3 | -5 | 4 | -2 | -10 | 0 | 26
CCNC(=O)c1cc2c(c(-c3cccc(-c4ccccc4F)c3)n1)[C@@H](CCO)N(C(=O)CC)C2 | 2.7 | 1 | -1 | -3 | -1 | 0 | -4 | 9 | 2
Cc1nn(C(=O)c2ccco2)c(C)c1Sc1ccc([N+](=O)[O-])cc1 | 0.4 | -5 | -2 | 2 | -2 | -2 | -2 | 0 | -4
NS(=O)(=O)c1ccc(NC(=O)CNC(=O)c2ccc3c(c2)OCO3)cc1 | 0.2 | 0 | -3 | 4 | -1 | 18 | -12 | 0 | 13
COCc1cccc(C(=O)NC(c2ccccc2)c2ccccc2)c1 | 0.3 | -1 | -1 | 5 | 1 | 8 | -15 | -2 | 17
CCCCNc1nc(NC)nc(Cl)c1SC | 0.8 | -6 | -1 | 4 | -2 | 5 | -11 | 0 | 24
COc1ccc(OCCN2CCC(C(=O)NC(C)c3cccc4ccccc34)CC2)cc1 (centres undefined) | 1.3 | -1 | -5 | 7 | -9 | 3 | 0 | 5 | -10
O=C(Nc1ccc(S(=O)(=O)N2CCCC2)cc1)C1CCN(S(=O)(=O)c2ccc(F)cc2)CC1 | 11 | 9 | -15 | 13 | -7 | 11 | 1 | 17 | -1
COc1ccc(N(CC(O)CN2CCCCC2)S(=O)(=O)c2ccc(C)cc2)cc1 (centres undefined) | 0.6 | -5 | 1 | -9 | 11 | 7 | -14 | 2 | 16
C=CCn1c(CC(=O)Nc2ccc(C)cc2C)nnc1SCC(=O)N1CCOCC1 | 0.2 | -3 | 11 | -4 | -1 | -10 | -10 | 1 | 15
Cc1nc(-c2cccc(S(=O)(=O)N3CCCCC3)c2)cs1 | 0.1 | 3 | 9 | -6 | -3 | 0 | -2 | 1 | -6
CCOc1ccc(S(=O)(=O)N2CCN=C2c2ccccc2)cc1 | 0.4 | -3 | -4 | 2 | 0 | -1 | 0 | 2 | -8
COc1ccccc1N1CCN(CC(=O)Nc2ccccc2C(=O)NCCc2ccccc2)CC1 | 3.5 | 1 | -31 | 17 | -3 | 18 | 6 | 12 | 19
CCCc1ccc(-c2cc(C(=O)NCCc3ccc(S(N)(=O)=O)cc3)c3ccccc3n2)cc1 | 1.7 | 2 | -11 | 19 | -10 | 12 | 11 | 12 | -8
Cc1ccc(NC(=O)C2(NC(=O)c3cccc(N4C(=O)CSC4c4ccccc4)c3)CCCCC2)cc1 (centres undefined) | 0.2 | -3 | -1 | -6 | 2 | -2 | -16 | -2 | 5
CN(Cc1cccc(F)c1)C(=O)CN1C(=O)NC2(CCc3ccccc32)C1=O (centres undefined) | 0.1 | 0 | -4 | -10 | 7 | 5 | 6 | 3 | 4
O=C(CN(Cc1ccccc1C(F)(F)F)C(=O)CNC(=O)c1ccco1)NC1CCCC1 | 0.3 | -8 | 9 | -8 | 5 | -4 | 1 | 2 | 16
O=C(C1COc2ccccc2O1)N1CCN(c2ccc([N+](=O)[O-])cc2)CC1 (centres undefined) | 3.4 | 2 | -12 | 3 | -2 | 6 | 2 | 8 | -14
Cc1ccccc1-c1nc(CSc2nc3c(c(=O)[nH]2)CCC3)c(C)o1 | -0.9 | 3 | 9 | -7 | 8 | -4 | 5 | -2 | -2
COc1cc(OC)cc(C(=O)N2CCN(c3ncccn3)CC2)c1 | 1.0 | 1 | -2 | 11 | 1 | -4 | -11 | 2 | 17
CCOc1ccccc1OCC(=O)Nc1ccc(S(=O)(=O)Nc2nc(C)cc(C)n2)cc1 | 0.6 | 2 | -3 | 11 | -5 | 6 | 2 | 2 | -2

Following part
SMILES | M1 ag parental | CHRM5 agonist | M5 PAM | M4 antag | CHRM4 PAM | CHRM5 antagonist | CHO-K1 Ca antag | CHRM4 agonist | CHO-K1 Ca PAM
CC(=O)NCCNC(=O)c1ccc(Sc2ccccc2)c([N+](=O)[O-])c1 | 0.6 | -7 | -4 | -8 | -4 | -5 | -6 | 2 | 7
CC(C)Nc1nnc(SCC(=O)Nc2ccc(F)cc2)s1 | 0.3 | 3 | 0 | 1 | 1 | -4 | -19 | 1 | 27
CCc1ccc(C(=O)NC(=S)NCc2cccnc2)cc1 | 1.2 | -7 | -6 | -8 | 3 | 0 | -6 | 0 | -12
CSc1ncccc1C(=O)Nc1ccc(C)cn1 | 1.0 | -4 | -7 | -2 | 1 | 4 | 3 | 0 | -2
O=C(OCCCc1cc2ccccc2c(=O)o1)N1CCOCC1 | 1.3 | 2 | 0 | -2 | 19 | 8 | -20 | 3 | 27
O=C1CC(c2ccccc2)c2cc(O)ccc2O1 (centres undefined) | 0.7 | -1 | 5 | 2 | -5 | 1 | -11 | 2 | 6
Cc1cc(NCCC(C)C)n2nc(C)c(-c3ccccc3)c2n1 | 0.1 | -5 | 2 | -21 | 13 | -8 | -15 | -2 | 18
